TrxR1 substrate = substrates of rat thioredoxin reductase 1; O89049; purified TrxR1 substrate turnover, NADPH consumption readout; Potency, µM (series often up to 114 µM), inactives show at the top dose activity change, negative = substrate turnover; 390,000 compounds, 0.01% hits; AID 588456; further: potency means the concentration at half of the fitted maximal effect; on the % scale 0 is the no-effect control and ±100 the full control effect; nearly all actives have a fitted effect of over 50% in size
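Rat TrxR1, dispensed at 90 nM, was prereduced with 400 uM NADPH (final) for 5 min at ~22 deg C, then incubated with compound 15 min before 400 uM selenite. A first-read NADPH fluorescence drop versus no-compound background flagged substrates.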
GRP78 ERSR act = ER stress response induction in glioma; Potency, µM, for inactives: at the highest dose activation, most hits filed as activators; U87-MG GRP78 promoter luciferase reporter, 16 h; 420,000 compounds, 0.02% hits; AID 602332; further: potency means the concentration at half of the fitted maximal effect; series mostly up to about 76 µM; % of control where 0% means no effect; nearly all actives have a fitted effect of over 35% in size
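ERSR induction read as luciferase luminescence (Bright-Glo, 10 min at room temperature) in stably transfected human U87-MG glioma cells exposed to compounds for 16 h, using GRP78 as sensor.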
Vif-A3G inh = blocks the Vif interaction with human APOBEC3G; HeLa A3G-eYFP + Vif (tagged APOBEC3G with the HIV-1 protein that degrades it), YFP fluorescence, overnight; AID 602310; 410,000 compounds, 0.076% hits; Potency, µM (highest dose often 46.1 µM), without a hit: top-dose activity, negative = active, most hits filed as inhibitors;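 further: potency means the concentration at half of the fitted maximal effect; on the % scale 0 is the no-effect control and ±100 the full control effect; nearly all actives have a fitted effect of over 60% in size; hits raise eYFP signal because A3G escapes Vif-driven loss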
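HeLa cells stably expressing Vif and C-terminally eYFP-tagged A3G, seeded overnight at 37 deg C, then exposed to compound by pintool overnight at 37 deg C. Rise in yellow fluorescence (Ex 488/Em 500-530, Acumen) marks blocked Vif-driven A3G degradation.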
rTrxR1 inhibitor = blocks rat thioredoxin reductase 1. recombinant rTrxR1, NADPH fluorescence consumption, selenite substrate. Potency, µM (top dose mostly 114 µM), for inactives: at the top dose activity change, negative = inhibition, most hits filed as inhibitors. 390,000 compounds, 1% hits; further: potency means the concentration at half of the fitted maximal effect; on the % scale 0 is the no-effect control and ±100 the full control effect; nearly all actives have a fitted effect of over 65% in size
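Rat TrxR1 (90 nM in the dispensed reagent) was pre-reduced with 400 uM NADPH for 5 min at room temperature, then incubated with compound for 15 min. After 400 uM selenite was added, NADPH fluorescence (Ex 340/Em 450 nm) was followed for 8 min.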
USP1 inh = inhibitors of human USP1/UAF1 deubiquitinase; O94782; recombinant USP1/UAF1, Ub-Rhodamine cleavage fluorescence; Potency, µM (titrated, usually from 57.1 µM), inactives show top-dose activity change, negative = inhibition, usual class: inhibitors; 390,000 compounds, 0.23% hits; further: potency means the concentration at half of the fitted maximal effect; on the % scale 0 is the no-effect control and ±100 the full control effect; nearly all actives have a fitted effect of over 60% in size; inactives centre near -12
Target sequence (O94782 whole entry, looked up): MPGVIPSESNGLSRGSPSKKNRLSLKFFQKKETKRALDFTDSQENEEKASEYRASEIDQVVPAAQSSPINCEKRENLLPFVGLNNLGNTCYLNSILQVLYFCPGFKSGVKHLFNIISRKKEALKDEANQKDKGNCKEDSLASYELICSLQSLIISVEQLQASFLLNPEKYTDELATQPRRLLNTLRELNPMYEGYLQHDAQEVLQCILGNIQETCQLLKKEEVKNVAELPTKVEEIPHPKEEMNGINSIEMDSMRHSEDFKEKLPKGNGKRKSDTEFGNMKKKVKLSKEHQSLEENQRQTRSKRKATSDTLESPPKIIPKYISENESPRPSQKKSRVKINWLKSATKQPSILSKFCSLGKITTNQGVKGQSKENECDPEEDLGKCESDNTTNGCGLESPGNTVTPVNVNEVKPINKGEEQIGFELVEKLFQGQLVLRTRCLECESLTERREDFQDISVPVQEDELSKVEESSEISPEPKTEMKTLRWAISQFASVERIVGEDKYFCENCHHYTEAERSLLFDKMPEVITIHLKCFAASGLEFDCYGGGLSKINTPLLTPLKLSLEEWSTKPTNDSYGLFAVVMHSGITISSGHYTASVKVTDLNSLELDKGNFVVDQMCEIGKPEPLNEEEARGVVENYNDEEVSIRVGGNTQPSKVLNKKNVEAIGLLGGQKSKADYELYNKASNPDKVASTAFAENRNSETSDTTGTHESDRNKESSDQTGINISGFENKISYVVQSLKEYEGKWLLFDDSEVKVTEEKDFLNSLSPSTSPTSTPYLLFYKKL
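USP1/UAF1 complex at 1 nM was preincubated with compound for 15 min at room temperature, then Ub-Rho substrate (150nM final) was added. Fluorescence (480/540 nm) was read kinetically, 6 reads every 60 seconds.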
LDHA block = inhibitors of human lactate dehydrogenase A; purified LDHA, NADH/diaphorase-resazurin fluorescence; hits give low values; activity change, % (values are at about 110 or 230 µM); 480,000 compounds, 0.15% hits; AID 1347041; in the data active means activity change below about -30%; inconclusive means mostly about -25% to -30%;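 further: plate controls were DMSO wells for no effect and wells without enzyme for full effect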
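Human LDH5 at 2 nM final in Tris HCl pH 7.4 with 0.06 mM NADH and 0.2 mM pyruvate, reacted 5 minutes at room temperature. Remaining NADH coupled via diaphorase/resazurin; resorufin fluorescence read at 0 and 20 minutes, normalized to enzyme-free and DMSO wells.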
IDH1 R132H inh = human IDH1 R132H inhibition | Potency, µM (series often up to 76.6 µM), for inactives: top-dose activity change, negative = inhibition, hits mostly inhibitors | IDH1-R132H enzyme, NADPH consumption, diaphorase/resazurin fluorescence | AID 602179 | 390,000 compounds, 0.093% hits; further: potency means the concentration at half of the fitted maximal effect; on the % scale 0 is the no-effect control and ±100 the full control effect; nearly all actives have a fitted effect of over 65% in size
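IDH1-R132H (0.5 ug/mL) preincubated 30 min with compound, then NADPH (0.016 mM) and alpha-KG (2 mM) added; 80 min at RT, pH 7.5. Remaining NADPH coupled via diaphorase/resazurin to fluorescence (540/590 nm); concentration-response curves normalized to no-enzyme control.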
Vif-APOBEC3F blk = blocks the Vif interaction with APOBEC3F; HeLa A3F-eYFP + Vif (tagged APOBEC3F with the HIV-1 protein that degrades it), YFP fluorescence increase; Potency, µM (series often up to 46.1 µM), inactives show at the highest dose activity, negative = active; 390,000 compounds, 0.2% hits; further: potency means the concentration at half of the fitted maximal effect; % of control where 0% means no effect; nearly all actives have a fitted effect of over 65% in size
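HeLa cells stably expressing A3F-eYFP plus Vif, plated and incubated overnight at 37 deg C, then exposed to compounds overnight at 37 deg C. Blocked degradation read as raised yellow fluorescence (Ex 488/Em 500-530).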
RGS4 inh = inhibitors of human regulator of G protein signaling 4. 390,000 compounds, 0.039% hits. Potency, µM (highest dose often 114 µM), inactives show top-dose activity change, negative = inhibition, usual class: inhibitors. Transcreener GDP fluorescence polarization, RGS4-accelerated GTP hydrolysis; further: potency means the concentration at half of the fitted maximal effect; on the % scale 0 is the no-effect control and ±100 the full control effect; nearly all actives have a fitted effect of over 75% in size; some results filed as inactive show a strong effect at the top dose
Target sequence (P49798 whole entry, looked up): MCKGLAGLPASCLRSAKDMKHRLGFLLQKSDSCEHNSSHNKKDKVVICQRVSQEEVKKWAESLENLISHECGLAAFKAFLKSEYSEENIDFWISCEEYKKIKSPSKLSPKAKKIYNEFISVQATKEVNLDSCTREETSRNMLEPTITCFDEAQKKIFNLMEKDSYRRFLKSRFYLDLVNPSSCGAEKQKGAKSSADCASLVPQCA
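MLSMR compounds (23 nl, pin-transferred) preincubated 10 min at room temperature with a 500nM (2x) first reagent, then RGS4 at 900nM (2x) plus Transcreener GDP mix added; fluorescence polarization (620/688 nm) read before and after 90 min at 30 °C.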
Starred values were filed as active, the others as inactive; ? = inconclusive; nt = not tested or not shown; & = joins results of further samples; [ ] = remark or other dose. Unless noted, the call rests on the fitted dose curve; in most records, active means well fitted curve in the direction sought with a large enough effect; inconclusive means small, poorly fitted or top-dose-only effect, or another doubt; inactive means no such curve, though single readings can be large; an effect the other way counts as inactive or inconclusive. A portion of the library, so the mix of outcomes need not match the whole.

SMILES	TrxR1 substrate	GRP78 ERSR act	Vif-A3G inh	rTrxR1 inhibitor	USP1 inh	LDHA block	IDH1 R132H inh	Vif-APOBEC3F blk	RGS4 inh
CNC(=O)/C(=C\c1ccc2c(c1)OCO2)NC(=O)c1ccc(Br)cc1	-16%	-3%	-6%	-18%	4%	1	1%	-1%	23%
Cc1oc(-c2cccc(Cl)c2)nc1CN(C)C1CCOC1 (stereo not given)	3%[57.1 µM]	3%	0%	11%[57.1 µM]	5%	-5	18%	-2%	2%
CCC(C(=O)NC1CCCC1)N(C(=O)Cn1nnc(-c2ccc(C)o2)n1)c1ccc(F)cc1 (stereo not given)	-14%	-4%	2%	13%[57.1 µM]	-8%	-5	-4%	4%	-13%
Cc1cc(N)ncc1[N+](=O)[O-]	7%[57.1 µM]	1%	1%	19%[57.1 µM]	?	-13	0%	-17%	9%
OC(COc1cccc2ccccc12)CN1CCCC1 (stereo not given)	3%	-3%	1%	-12%	-11%	18	8%	-2%	-11%
O=C(NCCc1ccccc1F)C1CCCN1S(=O)(=O)c1ccc2ccccc2c1 (stereo not given)	7%	-3%	0%	26%	-3%	2	3%	-3%	12%
NC(=S)NCc1cccnc1	-8%	-5%	0%	-15%	-9%	-2	4%	0%	14%
Cn1c(SCC(=O)NC2CCCc3ccccc32)nnc1C1CC1 (stereo not given)	1%	-3%	-3%	-1%	-13%	-6	1%	-2%	20%
CN(CCCC(=O)NCCc1ccccc1)S(=O)(=O)c1ccc([N+](=O)[O-])cc1	7%	-6%	1%	19%	-22%	-2	10%	6%	-16%
O=c1c(O)c(-c2ccc(O)c(O)c2)oc2cc(O)ccc12	2%	0%&-2%&7%	-7%	-26%	-7%	-10	-8%	0%	-13%
CCN(CC)CCN(Cc1cc2ccc(C)cc2[nH]c1=O)C(=O)Nc1ccc(Cl)cc1	-1%	-3%	-1%	17%	-27%	2	-17%	-20%	-17%
CC(C)OC(=O)c1cc(NC(=O)c2nn(C)cc2Br)cc(C(=O)OC(C)C)c1	-10%	-3%	-2%	-1%	-13%	-7	-7%	-11%	-16%
CCn1cc(/C=C(\NC(=O)c2ccc(OC)c(OC)c2)C(=O)N2CCOCC2)c2ccccc21	3%[57.1 µM]	-5%	1%	16%[57.1 µM]	-22%	0&6	-16%	0%	-25%[56.9 µM]
Cc1nnc2c3ccccc3c(Cl)nn12	-3%	0%	3%	-4%	3%	-4	-2%	-1%	11%
Nc1cccc(/C=C/C(=O)O)c1	1%	-4%	1%	2%	-15%	0	-4%	1%	10%[11.4 µM]
CCOCCCNC(=O)C(NC(=O)CNC(=O)c1ccccc1)c1ccc(C)cc1 (stereo not given)	-5%	-2%	1%	8%	-3%	-5	-3%	3%	27%
O=C1COc2ccc(S(=O)(=O)Nc3cccc(Cl)c3)cc2N1	-4%	-5%	-6%	-12%	-18%	-1	0%	-8%	-2%
FC(F)(F)c1ccccc1CN1CCC(Cc2ccccc2)CC1	2%	1%	-5%	15%	-9%	-11	1%	-4%	-13%
CN(c1ccccc1)S(=O)(=O)c1cccc(C(=O)NCC(c2cccs2)N2CCOCC2)c1 (stereo not given)	nt	-3%	1%	nt	-2%	-4	1%	-7%	nt
CS(=O)(=O)c1ccccc1C(=O)N(CCC1=CCCCC1)c1c(N)n(Cc2ccccc2)c(=O)[nH]c1=O	-10%	-4%	-4%	-3%	-17%	-3	-3%	7%	-6%
Cc1ccc(C(=O)N2NC(c3ccc(F)cc3)C3C(=O)N(c4ccc(C)cc4)C(=O)C32)cc1 (stereo not given)	8%[57.1 µM]	-4%	0%	21%[57.1 µM]	-14%	2	19%	-5%	2%
O=c1c(Cl)c(NCc2ccc(F)cc2)cnn1C12CC3CC(CC(C3)C1)C2	2%	-1%	0%	-15%	-6%	-6	-3%	-6%	-26%
COC(=O)c1cc(NC2(c3ccccc3)C(=O)c3ccccc3C2=O)cc(C(=O)OC)c1	-2%[57.1 µM]	5%	-1%	13%[57.1 µM]	-13%	-1	0%	-1%	-5%
CC(C)(C)S(=O)(=O)c1ccccc1-c1noc(-c2ccccc2)c1C(N)=O	1%[57.1 µM]	-5%	0%	15%[57.1 µM]	0%	-5	23%	-2%	10%
O=C(Nc1nncs1)c1ccccc1Br	-6%	-6%	0%	14%[57.1 µM]	-16%	-5	6%	0%	-25%
C=CCc1cc(/C=C2/NC(=S)NC2=O)cc(OC)c1O	-6%	1%	-7%	-13%	-19%	-3	6%	?	12%
CCc1ccc(C(=O)C(C)OC(=O)Cn2[nH]c(=O)c3ccccc3c2=O)cc1 (stereo not given)	-4%	3%	-2%	5%	-4%	-5	7%	5%	9%
COc1ccc2[nH]cc(C(=O)NCCc3ccccc3)c(=O)c2c1	0%	2%	-4%	17%	-11%	-2	4%	-2%	7%
COCCN1Cc2cccc(C(=O)Nc3ccc(C)c(F)c3)c2C1=O	-14%	nt	nt	-15%	-13%	-4	nt	nt	2%
Cc1cccc(NS(=O)(=O)c2ccc(C(=O)N3CC(C)OC(C)C3)cc2)c1C (stereo not given)	-12%	-3%	2%	-13%	-2%	-2	1%	0%	-14%
CCCn1cnnc1CNC(=O)C1CCC(=O)N(CCc2cccc(F)c2)C1 (stereo not given)	-4%	-2%	1%	-9%	-3%	-7	-1%	-3%	8%
COC(=O)c1ccc2c(=O)n(-c3ccc(OC)cc3)c(=S)[nH]c2c1	-6%	-4%	3%	-5%[57.1 µM]	-14%	-4	8%	10%	-11%
Cc1ccc(C(=O)NNC(=O)CSc2nc(N)cc(N)n2)cc1	-1%	-5%	0%	-3%	-19%	-5	6%	2%	?
COC(=O)COc1ccc(S(=O)(=O)NCCC2=CCCCC2)cc1Cl	5%[57.1 µM]	?	0%	12%[57.1 µM]	-21%	4	-3%	-3%	-2%
O=C(Nc1ccccc1)C1=C[C@H](c2csc3ccccc23)C[C@H](OCCCCO)O1	8%[57.1 µM]	5%	-7%	4%[57.1 µM]	?	-2	19%	3%	-4%
O=C(O)CCc1nn2c3ccccc3nc2n(-c2ccccc2)c1=O	3%[57.1 µM]	0%	1%	-7%[57.1 µM]	-3%	2	5%	-2%	-2%
CCOc1ccc2[nH]cc(-c3csc(N)n3)c2c1	-2%	-4%	-2%	-17%	-20%	6	-3%	-12%	?
COc1cc2[nH]c(=S)n(NC(=O)CC(C)C)c(=O)c2cc1OC	0%	-8%	-1%	-21%	0%	9	2%	4%	-22%
COc1ccc(OCC(=O)Nc2cc(-c3ccccc3F)nn2-c2ccccc2)cc1	-3%[57.1 µM]	-3%	2%	6%[57.1 µM]	-27%	-1	2%	-5%	-18%
CCCCNS(=O)(=O)c1ccc(NC(=O)Cc2ccc(OC)cc2)cc1	1%	-3%	4%	25%	-12%	-3	10%	4%	-16%

Part of the list above with just TrxR1 substrate, IDH1 R132H inh and LDHA block:
| compound | TrxR1 substrate | IDH1 R132H inh | LDHA block |
| --- | --- | --- | --- |
| CCCCNS(=O)(=O)c1ccc(NC(=O)Cc2ccc(OC)cc2)cc1 | 1% | 10% | -3 |
| CCCn1cnnc1CNC(=O)C1CCC(=O)N(CCc2cccc(F)c2)C1 (stereo not given) | -4% | -1% | -7 |
| O=C(O)CCc1nn2c3ccccc3nc2n(-c2ccccc2)c1=O | 3%[57.1 µM] | 5% | 2 |

The list continues:
SMILES	TrxR1 substrate	GRP78 ERSR act	Vif-A3G inh	rTrxR1 inhibitor	USP1 inh	LDHA block	IDH1 R132H inh	Vif-APOBEC3F blk	RGS4 inh
O=C(Nc1nccs1)c1ccc2c(c1)OCO2	5%	7%	0%	16%	-24%	1	-1%	0%	6%
CCc1cc(=O)[nH]c(SCc2cccnc2)n1	-6%	-2%	1%	10%	-8%	-6	3%	6%	15%
COc1ccc(Cl)cc1NC(=O)CN1CCN(S(=O)(=O)c2ccc(F)cc2)CC1	4%	-2%	2%	18%	6%	-5	5%	3%	-28%
CCCCN(C(=O)C1CC(=O)N(c2ccc3c(c2)OCCO3)C1)c1c(N)n(CCCC)c(=O)[nH]c1=O (stereo not given)	-5%	1%	-3%	-9%	-22%	-1	3%	2%	-12%
Nc1n[nH]c(CCCO)n1	2%	-4%	1%	14%	-18%	-5	-3%	-9%	15%
CC(C)[N+](C)(C)CC(O)CN(c1ccccc1)c1ccccc1 (stereo not given)	6%[57.1 µM]	-4%	-3%	-3%[57.1 µM]	5%	-18	-7%	4%	-33%
O=C(NC1CCCCC1)C1CCN(S(=O)(=O)c2cccc3nsnc23)CC1	9%	-5%	3%	16%	-16%	-2	0%	-8%	-5%
COc1ccc(N(CC(=O)NN=C2CCCC2)S(=O)(=O)c2ccccc2)cc1	-10%	-3%	-7%	-9%	-15%	-2	3%	1%	1%
CCCCOc1ccc(C2CCC(C(C)=O)C(C)C2)cc1 (stereo not given)	-2%	9%	-5%	15%	-5%	-8	19%	-7%	10%
Cc1csc(NC(=O)CSc2nnc(C)s2)n1	2%	6%	5%	1%	-18%	-2	3%	3%	22%
Cc1ccc(NC(=O)CCSCCc2ccccn2)cc1	6%	-6%&0%	-8%&4%	20%	-27%&-21%	-7&-5	9%&10%	20%&-9%	5%&22%
